# Pin1 inh: human Pin1 inhibition | Q13526 | Pin1 FP peptide displacement, HiFluor488, 10 min | Potency, µM (doses to about 115 µM), for inactives: at the highest dose activity, negative = inhibition, usual class: inhibitors | actives 0.009% (n = 390,000) | AID 504891; active = well fitted inhibition curve with a large enough effect in the polarisation, with a control signal flat, not every such curve was filed as active; inconclusive = small, poorly fitted or top-dose-only effect, or effect the other way, or a change in a side signal; inactive = no such curve, though single readings can be large or run the other way; the % refers to the polarisation; also: potency is read from the fitted curve at half-maximal effect; % is scaled to controls: 0 for no effect and ±100 for the full control effect
# JMJD2A Tudor: JMJD2A Tudor domain (human) inhibition | O75164 | AlphaScreen JMJD2A-Tudor / H3K4me3 peptide binding | Potency, µM (doses to about 114 µM), without a hit: at the highest dose activity change, negative = inhibition, most hits filed as inhibitors | actives 4.4% (n = 390,000) | AID 504339; also: potency is read from the fitted curve at half-maximal effect; % is scaled to controls: 0 for no effect and ±100 for the full control effect; nearly all actives have a fitted effect of over 50% in size
# HP1b binding inh: inhibitors of HP1-beta chromodomain binding to methylated histone tails; Potency, µM (doses to about 114 µM), without a hit: at the top dose activity change, negative = inhibition, most hits filed as inhibitors; actives 0.56% (n = 390,000); AID 540317; P83916; AlphaScreen HP1-beta / biotin-H3K9me3 peptide binding; also: potency is read from the fitted curve at half-maximal effect; nearly all actives have a fitted effect of over 70% in size; inactives centre near 23
#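 Compound inhibition of the preformed complex between 50 nM HP1-beta and 50 nM biotinylated H3K9me3 peptide was read by AlphaScreen. Buffer was PBS pH 7.4 with 0.01% Tween-20. Incubations ran 30 min at room temperature, with 10 ug/mL donor/acceptor beads.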
# Pol eta inh: inhibitors of human DNA polymerase eta; actives 1.2% (n = 390,000); recombinant Pol eta, fluorescent DNA replication assay; Q9Y253; Potency, µM (doses to about 114 µM), for the others: top-dose activity change, negative = inhibition, actives largely listed as inhibitors; also: potency is read from the fitted curve at half-maximal effect; % is scaled to controls: 0 for no effect and ±100 for the full control effect
# Target sequence (Q9Y253 whole entry, looked up): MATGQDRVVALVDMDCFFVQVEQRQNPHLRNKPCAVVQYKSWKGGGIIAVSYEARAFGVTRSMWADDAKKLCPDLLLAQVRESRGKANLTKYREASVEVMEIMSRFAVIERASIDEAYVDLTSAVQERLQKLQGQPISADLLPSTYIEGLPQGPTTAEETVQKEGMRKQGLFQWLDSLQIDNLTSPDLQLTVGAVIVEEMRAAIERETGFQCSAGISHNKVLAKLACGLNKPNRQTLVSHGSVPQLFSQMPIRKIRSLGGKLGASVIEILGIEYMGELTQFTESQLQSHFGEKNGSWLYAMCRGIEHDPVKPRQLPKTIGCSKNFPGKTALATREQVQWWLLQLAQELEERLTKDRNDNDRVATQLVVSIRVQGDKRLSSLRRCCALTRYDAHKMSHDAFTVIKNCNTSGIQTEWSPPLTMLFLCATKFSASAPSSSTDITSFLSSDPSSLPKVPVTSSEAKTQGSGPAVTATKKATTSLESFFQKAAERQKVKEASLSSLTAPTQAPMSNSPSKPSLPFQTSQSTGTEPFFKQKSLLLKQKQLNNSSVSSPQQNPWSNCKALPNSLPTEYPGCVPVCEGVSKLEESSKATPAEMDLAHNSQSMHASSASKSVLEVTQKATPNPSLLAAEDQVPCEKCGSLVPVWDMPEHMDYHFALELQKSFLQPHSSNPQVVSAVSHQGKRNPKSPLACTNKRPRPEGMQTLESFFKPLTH
#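 Fluorescent replication assay: 50 nM final substrate added after a 15 min room-temperature compound preincubation with 10 nM enzyme. Signal taken at 0 min and again at 10 min.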
# BAZ2B inh: BAZ2B (human) inhibition. AlphaScreen BAZ2B-H3K14Ac peptide displacement. Potency, µM (doses to about 114 µM), for the others: at the highest dose activity change, negative = inhibition, hits mostly inhibitors. actives 4.4% (n = 360,000); also: potency is read from the fitted curve at half-maximal effect; % is scaled to controls: 0 for no effect and ±100 for the full control effect; nearly all actives have a fitted effect of over 60% in size
#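 AlphaScreen displacement of biotin-H3(5-23)K14Ac peptide (50 nM final) from BAZ2B (50 nM final) in PBS pH 7.4, 0.01% Tween-20; complex preformed 30 min RT, then compounds (top 110 uM) 30 min RT, beads 20 min dark.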
# PGK inhibitor: blocks T. brucei phosphoglycerate kinase; P07378; PGK/GAPDH coupled, Kinase-Glo luminescence, 60 min; Potency, µM (highest dose often 57.5 µM), for the others: top-dose activity change, negative = inhibition, actives largely listed as inhibitors; actives 0.043% (n = 380,000); also: potency is read from the fitted curve at half-maximal effect; % is scaled to controls: 0 for no effect and ±100 for the full control effect; nearly all actives have a fitted effect of over 60% in size
#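 Luminescent ATP detection (Kinase-Glo Plus) follows a 60-minute room-temperature incubation, with wells lacking PGK as controls. Buffer: 100 mM TEA (pH 7.6), 5 mM MgCl2, 0.01% Tween-20. Coupling enzyme GAPDH (100 nM final) supplies unstable 1,3-BPG in-well.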
# G9a inh: inhibitors of human histone lysine methyltransferase G9a; G9a H3K9 monomethylation, AlphaScreen, 2 h; actives 8.8% (n = 350,000); Potency, µM (highest dose often 102 µM), for inactives: top-dose activity, negative = inhibition, usual class: inhibitors; also: potency is read from the fitted curve at half-maximal effect; % is scaled to controls: 0 for no effect and ±100 for the full control effect; nearly all actives have a fitted effect of over 75% in size
# Target sequence (Q96KQ7 913-1193 limits assumed): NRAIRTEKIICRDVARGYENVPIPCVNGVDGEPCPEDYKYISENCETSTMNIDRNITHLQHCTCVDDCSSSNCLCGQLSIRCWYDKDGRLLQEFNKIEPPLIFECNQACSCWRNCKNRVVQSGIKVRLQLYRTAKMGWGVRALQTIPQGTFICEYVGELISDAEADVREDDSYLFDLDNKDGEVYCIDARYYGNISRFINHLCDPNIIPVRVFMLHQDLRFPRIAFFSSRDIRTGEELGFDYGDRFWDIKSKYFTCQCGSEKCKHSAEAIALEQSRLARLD
#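 Step 1: enzyme (final 20 nM) with compound, 15 min RT. Step 2: substrate peptide 500 nM and SAM 20 uM, 2 h RT. Step 3: anti-H3K9me1 antibody and AlphaScreen beads, 10 min, then plate read.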
# GLS inh: inhibitors of human glutaminase (GLS); O94925; GLS enzymatic activity, qHTS titration; Potency, µM (series often up to 45.5 µM), for inactives: at the highest dose activity change, negative = inhibition, usual class: inhibitors; actives 0.21% (n = 410,000); also: potency is read from the fitted curve at half-maximal effect; % is scaled to controls: 0 for no effect and ±100 for the full control effect
#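 Compounds were pin-transferred onto hKGA, after which L-glutamine (1 mM solution) and a detection mix of glutamate oxidase, HRP and Amplex Red were added. Initial and 30 min RT fluorescence reads were collected.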
# PI4K2A inh: inhibitors of human PI4K2A. Q9BTU6. purified PI4K2A, ADP-Glo luminescence, 1 h; active compounds read low. activity change, negative = inhibition, % at 76.9 µM. actives 0.13% (n = 420,000); in the data active = activity change below about -50%; inconclusive = mostly about -30% to -49%;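 also: -100% = wells without enzyme as full effect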
#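 In this quantitative HTS, ADP production by PI4K2A was quantified luminescently after 1 h at ambient temperature; 100 microM adenosine served as plate-quality control.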
# * hit, by the source's call; i = inactive; ? = inconclusive; nt = no result given; & = joins results of further samples; [ ] = remark or other dose. Unless noted, calls follow the shape of the dose curve; as a rule, active = well fitted curve in the direction sought with a large enough effect; inconclusive = small, poorly fitted or top-dose-only effect, or another doubt; inactive = no such curve, though single readings can be large; an effect the other way counts as inactive or inconclusive.
no.	structure	Pin1 inh	JMJD2A Tudor	HP1b binding inh	Pol eta inh	BAZ2B inh	PGK inhibitor	G9a inh	GLS inh	PI4K2A inh
1	O=C1c2ccccc2C(=O)N1CCCSc1nc2ccccc2o1	1.4%	54.9%[activator]	149.6%[activator]	-16.2%	49.2%[activator]	1.5%	-0.7%[59 µM]	-0.9%	6.3
2	Cc1ccc(-c2nc3ccccc3[nH]2)cc1N	-1.9%	-13.8%	-0.8%	8.0%	-6.1%	?	-33.3%	-17.0%	-7.3
3	O=S(=O)(Nc1ccc(Cc2ccncc2)cc1)c1ccc(Br)s1	5.4%	-23.1%	6.5%	-6.9%	9.8%	4.5%	4.7%[59 µM]	29.6%	-2.1
4	COc1ccc(C(=O)O)cc1S(=O)(=O)NC(C)C	-5.1%	-1.5%[11.4 µM]	28.6%	11.7%	-9.6%	-0.5%	1.0%	11.3%	1.2
5	CCC(=O)Nc1nnc(SCC(=O)N2c3ccccc3CC2C)s1 (centres undefined)	-3.6%	-13.4%[57.1 µM]	35.0%	-8.8%	-3.7%	-3.0%	7.2%[59 µM]	0.3%	9.2
6	CCc1nnc(N/N=C/c2c(C)[nH]c3ccccc23)n1N	-5.7%	-30.5%	23.6%	-20.8%	44.7µM*	-1.9%	17.8µM*	?	-24.5
7	O=C(COC(=O)CCc1ccccc1)NC12CC3CC(CC(C3)C1)C2	-1.8%	20.0%	56.9%[activator]	-1.7%	11.4%	1.7%	-1.2%[12.7 µM]	4.5%	-14.8
8	CCN(CC(=O)NCc1ccc(Cl)cc1)C(=O)CN1C(=O)NC(CC)(c2ccccc2)C1=O (centres undefined)	-2.2%	-13.2%	12.9%	-10.6%	-35.1%	-5.2%	9.0%	-1.8%	-1.9
9	CCc1ccc(N(C2C=CS(=O)(=O)C2)S(=O)(=O)c2ccccc2)cc1 (centres undefined)	-5.9%	8.5%[57.1 µM]	59.9%[activator]	-15.8%	-0.7%	-8.1%	-2.2%[59 µM]	1.2%	1.5
10	CC(C)CSc1nnc2c(n1)[nH]c1ccccc12	-6.1%	-26.2%	26.0%	-12.3%	6.7%	-8.6%	13.1%	1.7%	1.1
11	Cc1ccc(-c2ccc(C(=O)O)o2)cc1Cl	0.5%	-13.4%	4.5%	-3.2%	-14.9%	i	nt	31.5%[activator]	-0.1
12	Cc1cc(CN2C(=O)c3ccccc3C2=O)cc(N2CCOCC2)c1	-1.2%	-31.5%	10.4%	-13.4%	-7.6%	-7.8%	?	73.5%[activator]	2.9
13	c1cc2c3c(cccc3c1)NC(c1ccc3c(c1)OCO3)N2	-2.9%	39.8µM*	?	?	39.8µM*	nt	35.5µM*	15.7%	-17.0
14	C[C@]12CC[C@@H]3c4ccc(O)cc4CC[C@H]3[C@@H]1CC[C@@H]2OC(=O)CCC1CCCC1	-0.1%	-7.2%	32.1%	-25.2%	nt	-2.1%	nt	10.2%	-4.0&1.1
15	Cc1cccc(NC(=O)CCC(=O)N/N=C/c2cc([N+](=O)[O-])ccc2O)c1	-2.5%	-18.9%	?	-8.6%	0.8%	1.9%	11.4%	20.9%	2.6
16	CCCCn1c(=O)[nH]c(=O)c2c1nc(-c1ccc(OCCC)c(OCC)c1)n2CCOC	-3.4%	-8.2%	13.7%	-10.9%	-18.6%	0.2%	?	2.5%	3.5
17	O=C(COC(=O)c1ccc(-c2ccc([N+](=O)[O-])cc2)o1)NC(=O)NC1CCCCC1	7.3%	-31.4%	-10.8%	3.9%	-6.1%	i	39.8µM*	1.7%	1.8
18	CCC1(c2ccc(F)cc2)NC(=O)N(CC(=O)N2CCc3ccccc32)C1=O (centres undefined)	-1.3%	-2.0%	7.8%	-10.0%	5.0%	-6.3%	6.1%[59 µM]	-9.0%	-0.9
19	COc1cc(=O)oc(-c2ccccc2)c1C(C)=O	-7.3%	-9.1%	27.2%	2.2%	nt	2.1%	nt	2.9%	-4.2
20	CC(=O)Nc1cccc(NC(=O)CN2c3cccc4cccc(c34)S2(=O)=O)c1	1.8%	-9.0%	6.0%	-2.1%	2.9%	-5.6%	11.6%[59 µM]	5.7%	7.7
21	O=C(CCC1CCCC1)NCCCNC(=O)CCC1CCCC1	-3.4%	3.5%	38.3%	-4.4%	-3.8%	-3.3%	7.2%	-5.5%	-1.5
22	COCCCNc1nc2c(c(=O)n(Cc3cccc(Br)c3)c(=O)n2C)n1C	6.0%	-25.2%	-10.0%	-13.5%	-25.1%	15.3%	?	6.1%	-1.7
23	CCOC(=O)c1cc(NC(=O)c2ccc(C)cc2)c(=O)oc1C(F)(F)F	-2.5%	-2.4%	12.1%	5.8%	-13.6%	-9.0%	-39.5%	23.0%	-3.0
24	Cn1c(/C=N/Nc2nc3ccccc3[nH]2)nc2ccccc21	-2.4%	?	20.9%	-13.9%	31.6µM*	-0.2%	-42.3%	-1.6%	-2.7
25	Cc1cc(OC(C)C(=O)NC2CC(C)(C)NC(C)(C)C2)c2c(C)c(C)c(=O)oc2c1 (centres undefined)	nt	nt	nt	-1.9%	nt	6.8%	nt	4.6%	-1.9
26	CCCCN1CC[C@H]2C=CC[C@@H](C(=O)N3CCN(c4ccccc4)CC3)[C@H]2C1=O	-1.1%	-15.0%	29.5%	7.0%	nt	-7.7%	nt	22.4%	-2.0
27	Cn1c(=O)n(C)c2cc(N3CCCCC3)c(NC(=O)Nc3ccc(Br)cc3)cc21	-0.3%	-12.3%	22.5%	-7.3%	-10.9%	0.9%	-9.6%[59 µM]	4.0%	2.2
28	Cc1cc(C)cc(NC(=S)Nc2ccc3cn[nH]c3c2)c1	-4.3%	-17.7%	8.0%	-10.4%	-7.3%	4.1%	16.6%[59 µM]	22.0%	6.4
29	CCCc1nnc(SCC(=O)Nc2cccc(Cl)c2Cl)o1	-0.9%	4.6%	34.0%	-17.5%	-0.5%	-1.1%	4.5%	-2.9%	0.2
30	Cc1ccc(NC(=O)c2cccs2)cc1NC(=O)c1ccco1	-0.8%	-11.1%	11.9%	-4.1%	-38.6%	-8.7%	-39.3%[2.33 µM]	10.0%	-0.7
31	Cc1ccc(-c2nc3ncccc3o2)cc1NC(=O)c1ccc([N+](=O)[O-])o1	-0.9%	-2.8%	3.8%	-10.2%	2.1%	1.8%	4.0%	11.4%	7.3
32	OC(CCN1CCCCC1)(c1ccccc1)C1CCCCC1 (centres undefined)	-0.2%	-13.7%	29.2%	-9.4%	4.7%	2.2%	-3.9%[59 µM]	11.1%&-2.2%	-0.5&0.4&-4.7
33	CCOc1ccc(N(CC(=O)NCCSc2ccccn2)S(C)(=O)=O)cc1	0.8%	9.7%	22.0%	?	-32.9%	-6.7%	39.8%[59 µM]	1.4%	12.5
34	FC(F)(F)c1ccccc1CN1CCCC(N2CCN(c3ccccc3)CC2)C1 (centres undefined)	10.3%	-33.3%	12.0%	-6.3%	?	i	nt	21.7%	1.6
35	COc1ccc(C)cc1NC(=O)CN1C(=O)CCc2cc(S(=O)(=O)N3CCOCC3)ccc21	-2.6%	?	36.0%	-18.3%	?	-0.7%	0.0%[59 µM]	-3.6%	-6.6
36	CC(C)(C)NS(=O)(=O)c1cc(C(=O)Nc2sccc2C#N)ccc1Cl	?	-29.7%	-7.7%	?	?	-3.5%	?	-3.3%	-4.8
37	CCOC(=O)C1=NNC2(c3ccc(C)cc3)C(=O)N(c3ccccc3)C(=O)C12 (centres undefined)	2.7%	-4.6%	6.4%	7.3%	-7.3%	-7.5%	-5.0%	0.0%	2.4
38	COc1ccc(NC(=O)c2cccn2-c2nnc(N3CCCCC3)s2)cc1Cl	26.2%	?	?	3.5%	-31.0%	i	-40.4%[59 µM]	-10.1%	3.1
39	CCc1nc(NCCN2CCOCC2)c(C#N)c2c1CCCC2	0.3%	?	-14.8%	-4.9%	0.9%	-0.1%	5.7%	22.6%	0.4
40	COC(=O)c1ccccc1S(=O)(=O)N1CCC(C(=O)OC(C)C(=O)NC(N)=O)CC1 (centres undefined)	-0.3%	-8.0%	40.2%[activator]	-5.8%	-4.8%	7.9%	-38.7%	-1.8%	3.2
41	O=c1c(C=NCC2CCCO2)c(-c2ccccc2)[nH]n1-c1ccc([N+](=O)[O-])cc1 (centres undefined)	?	?	-16.3%	-12.6%	?	-1.0%	nt	-5.5%	-4.5
42	Cc1cc(C)n2nc(SCC(=O)N3CCOCC3)nc2n1	-4.6%	-4.6%	43.2%[activator]	-23.3%	6.9%	7.4%	0.2%[2.33 µM]	-1.6%	-22.8
43	COc1ccc(NC(=O)C2OCCc3ccccc32)c(OC)c1 (centres undefined)	0.0%	-17.6%	38.7%	-9.4%	6.4%	2.1%	26.9%[59 µM]	10.7%	-2.6

# Some entries already given with just JMJD2A Tudor and HP1b binding inh.
No.	Molecule	JMJD2A Tudor	HP1b binding inh
31	Cc1ccc(-c2nc3ncccc3o2)cc1NC(=O)c1ccc([N+](=O)[O-])o1	-2.8%	3.8%
32	OC(CCN1CCCCC1)(c1ccccc1)C1CCCCC1 (centres undefined)	-13.7%	29.2%
33	CCOc1ccc(N(CC(=O)NCCSc2ccccn2)S(C)(=O)=O)cc1	9.7%	22.0%
34	FC(F)(F)c1ccccc1CN1CCCC(N2CCN(c3ccccc3)CC2)C1 (centres undefined)	-33.3%	12.0%

# High-throughput results deposited in PubChem by National Center for Advancing Translational Sciences (NCATS).

# An excerpt. The share of hits here may be higher or lower than overall.
